# FBA Mtb inh: inhibitors of M. tuberculosis fructose-bisphosphate aldolase; P9WQA3; purified M. tuberculosis FBA, fluorescence read-out; inhibition, % at 1 µM; 360,000 tested, 2.3% active; AID 588726; in the data active = inhibition above about 27%;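 note: 0% = vehicle and 100% = reference inhibitor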
# Target sequence (P9WQA3 whole entry, looked up): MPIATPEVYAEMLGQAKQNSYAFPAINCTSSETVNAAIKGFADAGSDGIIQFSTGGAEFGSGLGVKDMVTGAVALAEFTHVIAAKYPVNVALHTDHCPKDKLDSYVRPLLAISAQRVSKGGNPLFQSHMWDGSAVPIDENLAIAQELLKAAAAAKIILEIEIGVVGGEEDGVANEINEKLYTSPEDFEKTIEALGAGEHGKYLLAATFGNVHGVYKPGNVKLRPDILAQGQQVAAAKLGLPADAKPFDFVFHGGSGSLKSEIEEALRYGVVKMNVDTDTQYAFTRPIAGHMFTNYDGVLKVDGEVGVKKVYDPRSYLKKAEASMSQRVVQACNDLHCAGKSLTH
# CCHFV vOTU inh: blocks the CCHF virus ovarian tumor domain protease; CCHFV vOTU protease, Pep-AMC fluorescence; inhibition, % at 11.5 µM; 370,000 tested, 0.55% active; AID 651958; note: 0% = vehicle wells with enzyme and 100% = no enzyme wells
# FadD28 binding: blocks FadD28 binding to the bisubstrate probe; fluorescence polarization; inhibition, % at 12.5 µM; AID 588549; 360,000 tested, 0.22% active; in the data active = inhibition above about 8.5%, passing the limit was not always enough; inconclusive = no clear call, values can overlap the other calls
# Mtb BioA inh: inhibitors of Mycobacterium tuberculosis BioA enzyme; AID 602481; purified M. tuberculosis BioA enzyme, plate reader; 360,000 tested, 0.096% active; inhibition, % at 9.99 µM; in the data active = inhibition above about 40%; inconclusive = no clear call, values can overlap the other calls
# GDH-TPI counter: GDH-TPI coupled enzyme inhibition counter-screen | GDH-TPI coupled enzyme counterscreen, NADH absorbance | inhibition, % at 4.8 µM | 360,000 tested, 1.2% active | AID 588335;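 note: 0% = DMSO wells and 100% = wells lacking the enzyme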
# PrPC surface inh: cell surface PrPC inhibition, primary TR-FRET screen. TR-FRET read-out. inhibition, % at 13.8 µM. 370,000 tested, 0.43% active; in the data active = inhibition above about 24%; note: 0% = median of the test wells and 100% = reference compound wells
# BoNT-A LC inh2: BoNT A light chain protease inhibition; multiplex microsphere protease substrate cleavage, flow cytometry; inhibition, % at 10 µM; 360,000 tested, 0.17% active; AID 588499; in the data active = inhibition above about 30%; inconclusive = no clear call, values can overlap the other calls; note: plate controls were buffer without enzyme for full effect and enzyme alone for no effect
# UGM FP inh: blocks M. tuberculosis UGM enzyme | 320,000 tested, 0.06% active | purified UGM, fluorescence polarization probe displacement | P9WIQ1 | AID 504406 | inhibition, % at 10 µM; in the data active = inhibition above about 10%, passing the limit was not always enough; inconclusive = no clear call, values can overlap the other calls
# Target sequence (P9WIQ1 whole entry, looked up): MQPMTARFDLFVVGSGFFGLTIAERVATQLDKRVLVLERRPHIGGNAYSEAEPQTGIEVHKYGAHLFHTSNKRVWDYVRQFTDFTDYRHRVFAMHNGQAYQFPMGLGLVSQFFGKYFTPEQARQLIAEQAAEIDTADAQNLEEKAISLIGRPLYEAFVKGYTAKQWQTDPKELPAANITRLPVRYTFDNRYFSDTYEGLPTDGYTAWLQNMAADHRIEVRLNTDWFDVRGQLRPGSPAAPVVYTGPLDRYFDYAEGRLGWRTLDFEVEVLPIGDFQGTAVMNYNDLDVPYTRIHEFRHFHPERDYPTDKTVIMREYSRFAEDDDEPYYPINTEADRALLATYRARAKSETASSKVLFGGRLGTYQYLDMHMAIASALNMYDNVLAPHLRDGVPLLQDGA
# BoNT-F LC inh: blocks Botulinum neurotoxin F light chain protease; Multiplex microsphere protease cleavage assay, flow cytometry; inhibition, % at 10 µM; 360,000 tested, 0.22% active; AID 588497; in the data active = inhibition above about 35%, passing the limit was not always enough; inconclusive = no clear call, values can overlap the other calls; note: plate controls were buffer without enzyme for full effect and enzyme alone for no effect
# * marks the source's active call; other numbers are inactive results; ? = inconclusive; . = not tested or not shown. Cut-off read from the data, not from the text of the source, unless noted: active = inhibition above about 30%; inactive = the rest.
smiles,FBA Mtb inh,CCHFV vOTU inh,FadD28 binding,Mtb BioA inh,GDH-TPI counter,PrPC surface inh,BoNT-A LC inh2,UGM FP inh,BoNT-F LC inh
COc1ccc([C@H]2C(C(=O)O)=C[C@@H](C(C)(C)C)N2S(=O)(=O)c2ccccc2)cc1,1,1,-1.4,0.6,7,0,-0.5,2.8,-3
C[C@]12CCC3C(CCC4=CC(O)CC[C@@]43/C=N/O)C1(O)CCC2C1=CC(=O)OC1 (some centres not stated),1,-15,-3.7,.,2,2,2.1,-1.2,3
CN1CCN(c2ccc([N+](=O)[O-])cc2C(=O)N2CCOCC2)CC1,-10,15,-2.3,-0.3,17,-11,.,0.1,.
O=C(NCCc1ccc(Cl)cc1)c1ccc2c(c1)OCO2,2,0,0.3,-2.6,0,10,-2.6,-8.0,-6
CCOC(=O)C1CCN(CC(O)COc2ccc(C(C)(C)CC)cc2)CC1 (configuration not stated),-1,28,-1.1,2.7,7,4,-0.8,-0.2,-5
CC(=O)Nc1ccc(NC(=O)CSc2ccc3nnc(CCNC(=O)c4ccccc4)n3n2)cc1,6,-7,-4.3,.,-3,-7,0.2,2.0,-2
COc1ccccc1N1C(=O)S/C(=C\c2cccs2)C1=O,2,-2,0.3,-3.8,16,-8,-5.7,2.6,6
CC(=O)Nc1cc(-c2ccc(C(=O)N3CCOCC3)cc2)cn2c(-c3cccc(C(F)(F)F)c3)cnc12,-3,2,-4.3,-0.9,-6,-6,0.0,.,1
CCN1CCN(Cc2ccc(NC(=O)Nc3ccc(OC)cc3)cc2)CC1,0,6,-0.6,-0.5,-10,11,-0.2,-0.1,4
COc1ccc(C(=O)NCCc2nnc3ccc(SCC(=O)N4CCOCC4)nn23)cc1,5,1,0.8,-0.9,0,1,3.5,-3.1,3
Cc1ccc(CNC(=O)C(Cc2ccccc2)NS(=O)(=O)c2cccs2)cc1 (configuration not stated),0,5,16*,4.9,1,3,1.0,-0.7,15
O=C(/C=C/c1ccc(Cl)cc1Cl)N(Cc1ccccc1)C1CCS(=O)(=O)C1 (configuration not stated),.,-16,-4.8,-0.3,.,-1,0.2,0.2,-5
COc1cc(C(=O)NCC(c2ccco2)N2CCCC2)ccc1OCc1ccccc1 (configuration not stated),1,-18,-9.3,3.4,0,5,-0.7,0.9,-5
N#CC12c3ccccc3C(=O)N1Cc1cnnn1-c1ccccc12 (configuration not stated),3,8,-1.2,3.1,.,-1,-0.4,.,-7
CCC1CCCCN1C(=S)NC(=O)c1ccc(F)c(S(=O)(=O)N2CCOCC2)c1 (configuration not stated),1,3,-3.0,.,0,5,-0.5,-8.5,1
COc1cccc(C(=O)O[C@H]2[C@H](C)NS(=O)(=O)[C@H]3C[C@@H]4C=C[C@]23O4)c1,1,-4,-2.4,-8.0,-8,5,0.0,4.4,-3
CC(C)c1c(C(=O)N/N=C/c2ccco2)nnn1-c1nonc1N,-1,9,-3.1,-0.5,15,-9,1.9,2.4,6
Fc1ccccc1Cc1noc(CN2CCCC(CN3CCOCC3)C2)n1 (configuration not stated),5,-17,-0.4,-2.1,-1,-1,-0.6,2.5,-2
CN(Cc1ccc(Cl)cc1)C(=O)c1ccc(S(=O)(=O)NCc2ccco2)cc1,-2,8,.,12,1,-7,0.8,-3.0,0
CC(=O)c1cccc(N(CC(=O)NC2CCCCC2)C(=O)c2csnn2)c1,-9,5,-3.6,-0.9,-3,2,-2.2,-0.8,-30
COC(=O)c1ccc(NC(=O)COC(=O)c2nc3nccc(C)n3n2)cc1,-1,-9,-0.9,.,1,-3,0.0,-2.6,0
CCn1cc(C(=O)NCC2CCCO2)c(=O)c2cc(F)c(N3CCN(C)CC3)cc21 (configuration not stated),17,-10,-1.9,4.7,6,-1,-0.6,-0.1,-4
O=C(Nc1cccc(F)c1)c1cc(S(=O)(=O)N2CCOCC2)cs1,2,-9,-1.4,.,0,7,-0.4,1.9,-5
O=C(C[n+]1ccccc1)N/N=C/c1c(F)cccc1Cl,0,-15,-2.0,-0.3,2,3,-1.2,-0.4,-9
O=[N+]([O-])c1cccc(C=Nc2cccc3ccccc23)c1O,39*,-22,-2.2,-3.0,7,0,-0.4,1.3,-4
COc1ccc(Nc2nc3ccccc3n3cnnc23)cc1,4,12,1.7,-0.1,22,-7,1.1,-1.6,6
COc1ccc([C@H]2CC(=O)C=C(c3cccc(NC(C)=O)c3)C2)cc1,3,19,-6.7,7.8,7,-12,0.4,0.3,-4
Cc1oc(-c2cccs2)nc1CNC[C@H]1O[C@@H](n2cnc(C(N)=O)n2)[C@H](O)[C@@H]1O,7,-8,-0.1,-1.0,9,1,-0.6,.,-5
COc1cc(N)c(Cl)cc1C(=O)NC1CCN(Cc2ccccc2)CC1,7,-8,3.1,29,-5,-11,1.2,.,-4
CCC(=O)N1CCc2cc(Br)cc(S(=O)(=O)NCCN3CCCC3)c21,2,4,0.0,-1.4,5,-2,0.1,3.8,-11
N#C/C(=C/c1ccc(N2CCOCC2)o1)c1ccc(Br)cc1,-4,-8,4.3,.,11,-4,1.6,-2.1,14
COc1ccc(F)cc1C(=O)C1CCCN(Cc2cnc(N3CCCC3)s2)C1 (configuration not stated),2,-7,-1.2,1.8,9,4,0.5,8.3,0
Cc1ccc(C(=O)NNC2=NC(C)(C)Cc3ccccc32)cc1,-3,0,-1.9,-0.4,0,5,?,3.1,?
Cc1ccc(NC(=O)N2CCCC2C(=O)Nc2ccc(-n3cnnn3)c(C)c2)cc1 (configuration not stated),6,0,-1.3,-2.8,13,1,-1.1,-2.7,?
O=C(Nc1nc2ccsc2c(=O)s1)c1ccco1,2,6,-3.6,5.6,11,7,-7.3,-3.7,-46
O=C(Nc1ccccc1)c1cccc(N2C(=O)C3C4C=CC(C4)C3C2=O)c1 (configuration not stated),0,-3,0.1,-0.3,0,-3,-0.2,0.6,6
N#CC(c1ccc(F)cc1)c1ccc(C(=O)c2ccc(F)cc2)cc1 (configuration not stated),2,4,-2.8,.,8,17,-0.2,-0.3,-4
CCn1c(=O)c2cc(C(=O)NCCN(C)C)sc2c2ccccc21,62*,-87,-1.5,2.0,16,-10,-1.5,2.3,-24
Cc1nc(=O)c(-c2ccccc2)c(C)n1-c1ccccc1Cl,2,-3,-2.8,4.0,2,-4,-0.3,1.8,-9
CC(C)CC(=O)NC(=S)Nc1ccc(NC(=O)c2cccs2)cc1,-2,1,-2.7,-1.2,0,1,0.1,-1.1,2
COc1ccccc1NC(=O)Nc1ccc(CC#N)cc1,0,-10,0.6,.,6,13,-7.8,-0.8,?
COc1ccc(S(=O)(=O)N(C)C)cc1NC(=O)c1ccc2c(c1)NC(=O)C(C)S2 (configuration not stated),1,5,-2.1,9.7,-4,0,-0.1,0.5,-4
NCC(c1ccc(Cl)cc1Cl)c1c[nH]c2ccccc12 (configuration not stated),5,-1,-3.1,1.5,2,13,0.1,0.8,?
Cc1cc(NS(=O)(=O)c2ccc(NC(=O)CSc3nnc(-c4ccco4)n3Cc3ccco3)cc2)nc(C)n1,3,2,-1.2,.,7,8,-0.4,0.0,-1
CC(=O)Nc1cc([N+](=O)[O-])ccc1OCc1ccccc1,-1,-4,-3.8,0.2,11,-14,0.3,.,2
Cc1[nH][nH]c(=O)c1N=Nc1ccccc1,-12,-2,0.9,.,30,-14,0.2,-0.5,-4
CCOC(=O)N1CCN(S(=O)(=O)c2ccc(NC(C)=O)cc2)CC1,0,13,-3.9,3.3,-2,2,-3.7,0.8,-2
Cc1cccc(NC(=O)CN2C(=O)COc3ccc(Cl)cc32)c1C,0,10,-2.1,-1.9,-4,1,-0.1,-2.7,-9
O=C(O)C1C2C=CC(O2)C1C(=O)Nc1ccc(S(=O)(=O)Nc2ccccc2)cc1 (configuration not stated),1,-3,-0.4,0.6,2,3,4.5,0.8,2
CC(C)(C)[C@H](NC(=O)c1ccc(N)c(Cl)c1)C(=O)N1CCC[C@H]1C(=O)N[C@H](C#N)CC(=O)O,1,18,-0.7,0.0,6,-5,-0.2,.,2
COc1cc(/C=C/C(=O)Nc2nnc(CC(C)(C)C)s2)cc(OC)c1OC,4,0,-4.4,-0.2,15,-6,0.2,-3.5,-8
C[C@H](CO)N1C[C@H](C)[C@@H](CN(C)S(=O)(=O)c2ccc(C#N)cc2)OCc2cnnn2CCCC1=O,1,4,-1.3,0.1,0,-4,-0.1,.,-2
CCn1cc(C(=O)NC(C)C23CC4CC(CC(C4)C2)C3)cn1 (configuration not stated),6,0,-0.9,-1.0,7,-7,0.3,-0.4,0
CC(NC(=O)Oc1cccc2ccccc12)c1ccccc1 (configuration not stated),7,-4,-2.2,.,5,2,0.0,.,-6
CS(=O)(=O)c1ccc2nc(NC(=O)CS(=O)(=O)Cc3ccccc3)sc2c1,-9,4,-3.4,.,2,4,-0.3,-2.0,1
COc1ccccc1-c1cc2nc(NCCc3ccncc3)ccn2n1,25,-16,-1.0,-0.3,14,0,-0.1,.,5
CC(C)CC(=O)NC(=S)Nc1ccc(S(=O)(=O)N2CCCC2)cc1,-1,2,-3.0,.,-3,8,-0.9,-2.9,-2
Cc1nn(Cc2ccc(C(=O)NC3CCCCC3)o2)c(C)c1Br,1,-12,-3.6,.,12,9,0.5,0.6,3
Cc1nn(C)c(Oc2cccc(Cl)c2)c1C#N,-1,-12,-0.3,-1.6,-2,4,-0.7,-1.9,4
C[C@H](C(O)c1ccccc1)N(C)C(=O)CN (some centres not stated),0,4,0.8,-3.2,8,6,-0.7,-1.3,-3

# Entries of single compounds, quoted from the list.
# N#CC(c1ccc(F)cc1)c1ccc(C(=O)c2ccc(F)cc2)cc1 (configuration not stated) as listed: FBA Mtb inh: 2; CCHFV vOTU inh: 4; FadD28 binding: -2.8; Mtb BioA inh: .; GDH-TPI counter: 8; PrPC surface inh: 17; BoNT-A LC inh2: -0.2; UGM FP inh: -0.3; BoNT-F LC inh: -4
# CCC(=O)N1CCc2cc(Br)cc(S(=O)(=O)NCCN3CCCC3)c21 as listed: FBA Mtb inh: 2; CCHFV vOTU inh: 4; FadD28 binding: 0.0; Mtb BioA inh: -1.4; GDH-TPI counter: 5; PrPC surface inh: -2; BoNT-A LC inh2: 0.1; UGM FP inh: 3.8; BoNT-F LC inh: -11

# The list continues:
smiles,FBA Mtb inh,CCHFV vOTU inh,FadD28 binding,Mtb BioA inh,GDH-TPI counter,PrPC surface inh,BoNT-A LC inh2,UGM FP inh,BoNT-F LC inh
O=C1CC(N2CCN(C/C=C/c3ccccc3)CC2)C(=O)N1Cc1ccc(N2CCCC2=O)cc1 (configuration not stated),-1,-5,-3.4,-0.1,2,-3,0.4,0.5,-2
CCCCCn1c(=O)[nH]c2cc(C(=O)NCCN3CCCCC3C)ccc2c1=O (configuration not stated),7,.,-4.9,-1.7,-3,.,3.9,0.0,9
COc1ccc(Cl)cc1C(=O)NNC(=O)C1COc2ccccc2O1 (configuration not stated),3,8,-0.1,-2.0,-2,-1,-0.2,-1.4,1
COc1ccccc1NC(=O)C(O)C(O)C(=O)Nc1ccccc1OC (configuration not stated),-1,-3,-2.0,-1.2,-5,-3,-0.6,2.5,14
CC(C(=O)Nc1ccccc1-c1ccccc1)N1CCCCC1 (configuration not stated),0,0,-1.7,-1.0,7,1,0.3,-3.2,-2
O=C1c2ccccc2C(c2nnnn2Cc2ccccc2)N1CCOc1ccccc1 (configuration not stated),.,4,.,.,.,-2,-1.2,.,-10
Cn1cnc([N+](=O)[O-])c1Sc1n[nH]c(N)n1,3,-7,-1.0,-3.3,4,2,-0.2,-2.8,-11
CCNCc1nc2cc(Cl)ccc2c(=O)[nH]1,3,1,-0.3,.,-2,2,0.5,-1.2,-5
COc1ccc(-c2csc3ncn(-c4cccc(C)c4)c(=O)c23)cc1OC,-1,-2,0.4,2.8,-1,-7,0.0,-1.9,-1

# Compound activity deposited in PubChem BioAssay by several laboratories.
